PGC1a acetyl inh – PGC1a acetylation modulation, inhibitor mode; U2OS PGC1a acetylation, AlphaScreen anti-acetyl-lysine; with virally co-expressed GCN5 acetyltransferase; inhibition, % at 15.6 µM; actives 0.17% (n = 350,000);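 active = every replicate shows inhibition of at least 40%; inconclusive = mean inhibition at least 40% but some replicate below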;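 note: 0% = neutral control wells and 100% = positive control wells; some results beyond the cut were filed as inactive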
Cneo AK release – causes C. neoformans cell lysis; AID 651654; actives 0.2% (n = 360,000); lysis activity, % at 15 µM; adenylate kinase release luminescence, 4 h; normalised: neutral wells 0, clomiphene wells 100;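 active = mean lysis activity across replicates of at least 80%, whatever share of replicates individually reach that level; inactive = mean lysis activity below 80%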
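Signal: Adenylate kinase release luminescence | Assay system: Log-phase Cryptococcus neoformans yeast cells | Input: Cells at 5 × 10^6 per mL | Buffer or medium: Fresh YPD growth medium | Compound: Single dose | Schedule: Static 4 h at 37 °C with compound, 1 h detection | Controls: Clomiphene | Read-out: Luminescence rise reflecting yeast cell lysis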
miR122 inh – miR-122 inhibition in Huh7 cells; AID 602342; Huh7 miR-122 Renilla luciferase sensor, 48 h; neutral wells = 0, positive control = 100; actives 0.3% (n = 340,000); activation (reporter increase), % at 12.5 µM;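 active = mean replicate activation score at least 90 and every replicate individually at or above 90; inconclusive = only one of the two criteria met; inactive = neither criterion met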;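 note: higher luciferase means less miR-122 activity so hits act as miR-122 inhibitors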
PglD inh – blocks C. jejuni PglD acetyltransferase activity; purified PglD enzyme, DTNB colorimetric CoA detection; actives 0.098% (n = 360,000); inhibition, % at 12.5 µM; AID 602405; in the data active = inhibition above about 16%, passing the limit was not always enough; inconclusive = no clear call, values can overlap the other calls; note: strong numbers were not always called active
GSIS activator – GLuc luminescence reporter in INS-1E cells, primary screen for activators of glucose-dependent secretion of insulin | INS-1E GLuc reporter insulin secretion, 2-3 h | activation, % at 16.6 µM | actives 0.61% (n = 370,000) | AID 743287;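 active = lowest replicate activation of at least 40%, so every replicate reaches that level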;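 note: 0% = median of neutral control wells and 100% = median of IBMX positive control wells; some compounds called inactive have numbers as strong as hits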
CFTR F508del cor – correctors of CFTR F508del function in bronchial epithelial cells; CFBE cells, YFP halide quenching; stimulated with forskolin plus potentiator P3; % fluorescence drop versus neutral controls; activity (quench increase), % at 7.58 µM; actives 0.36% (n = 350,000);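 active = mean added fluorescence quench of at least 8% versus neutral control, with both replicates also reaching 8%; inconclusive = only one of the mean or replicate conditions met; inactive = mean below 8% and not both replicates reaching 8%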;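 note: cells transiently co-express mutant CFTR-F508del with the halide-sensitive YFP; corrector assay measuring rescue of mutant channel to the surface after 24 h compound exposure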
C2C12 statin – suppression of simvastatin myotoxicity. C2C12 myotubes + simvastatin, ATP luminescence, 48 h; scaled: DMSO 0, geranylgeraniol control 100. rescue of ATP level, % at 7.49 µM. actives 0.78% (n = 330,000). AID 602340;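 active = mean ATP rescue above about 67%, or every replicate alone reaching that limit, limit read from the data, passing the limit was not always enough; inconclusive = no clear call, values can overlap the other calls; inactive = mean under the limit and some replicate under it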;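 note: myotubes were challenged with 10 µM simvastatin during compound exposure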
FN deposition inh – fibronectin deposition inhibition | actives 0.086% (n = 350,000) | AH1F fibroblasts, Alexa488-fibronectin deposition fluorescence, overnight | inhibition, % at 12.6 µM;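 active = mean inhibition across replicates of 30% or more, regardless of how many single replicates reach that level; inconclusive = mean under 30% yet at least half of replicates reach 30%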;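 note: positive control wells lacked labelled fibronectin entirely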
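Material – AH1F fibroblast monolayer, labelled fibronectin deposition · Reagent – labelled fibronectin 24 nM · Timing – 1 h adhesion, overnight exposure · Measured by – fluorescence at 485 nm excitation, 525 nm emission · Read-out – inhibition of fibronectin deposition signal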
The depositor's hits bear a star; ? = inconclusive; . = not tested or not shown; & = joins results of further samples; ! = not active in a repeat; [ ] = dose if it differs, or a comment.

A first look, 10 compounds:
Values run as follows: PGC1a acetyl inh	Cneo AK release	miR122 inh	PglD inh	GSIS activator	CFTR F508del cor	C2C12 statin	FN deposition inh
COC(=O)CSc1ncc(S(=O)(=O)c2ccccc2)c(=O)[nH]1
  -3	-2	.	7	.	1.5	-3	5
COc1ccc(NC(=S)N(CCC(C)C)C2CCN(C(C)C)CC2)cc1
  -11	1	-1	6	6	0.7	-3	0
Cc1cc(=O)n2c3c(cccc13)CCC2
  -1	4	6	6	.	.	0	.
O=C(C[C@H]1CC[C@H]2[C@@H](COC[C@H](O)CN2C(=O)c2ccccc2F)O1)NCc1ccc(Cl)c(Cl)c1
  -16	-1	9[16.7 µM]	0	-17	3.7	32	-4
Cc1cccc(NC(=O)CSc2nc(C)c(Cc3ccccc3)c(=O)[nH]2)c1
  -2	1	3	5	3	-3.2	-6	-47
C[C@@H]1CN([C@@H](C)CO)C(=O)Cc2cc(NC(=O)Cc3ccccc3)ccc2O[C@@H]1CN(C)S(C)(=O)=O
  -24	-3	1[16.7 µM]	5	10	1.9	-3	.
COc1cc(C(=O)NCC(c2cccs2)N2CCOCC2)ccc1OCc1ccccc1 (stereo unspecified)
  6	0	3	-5	.	.	4	3
CCN1CCCCC(=N/O)/C(=N/O)CCCC1
  .	-5	-8	-2	0	-0.1	-13	6
Cc1noc(C)c1S(=O)(=O)Nc1ccc2c(c1)C(=O)N([C@H](C)CO)C[C@@H](C)[C@@H](CN(C)C(=O)C1CCCCC1)OCCCC[C@H](C)O2
  4	5	5[16.7 µM]	-3	-16	2.9	.	.
COCC(=O)Nc1ccc2c(c1)[C@@H]1C[C@@H](CC(=O)N(C)C)O[C@H](CO)[C@@H]1O2
  0	.	4[16.7 µM]	-1	-8	-2.1	7	-3

The listing, previewed entries included:
Values run as follows: PGC1a acetyl inh	Cneo AK release	miR122 inh	PglD inh	GSIS activator	CFTR F508del cor	C2C12 statin	FN deposition inh
COC(=O)CSc1ncc(S(=O)(=O)c2ccccc2)c(=O)[nH]1
  -3	-2	.	7	.	1.5	-3	5
COc1ccc(NC(=S)N(CCC(C)C)C2CCN(C(C)C)CC2)cc1
  -11	1	-1	6	6	0.7	-3	0
Cc1cc(=O)n2c3c(cccc13)CCC2
  -1	4	6	6	.	.	0	.
O=C(C[C@H]1CC[C@H]2[C@@H](COC[C@H](O)CN2C(=O)c2ccccc2F)O1)NCc1ccc(Cl)c(Cl)c1
  -16	-1	9[16.7 µM]	0	-17	3.7	32	-4
Cc1cccc(NC(=O)CSc2nc(C)c(Cc3ccccc3)c(=O)[nH]2)c1
  -2	1	3	5	3	-3.2	-6	-47
C[C@@H]1CN([C@@H](C)CO)C(=O)Cc2cc(NC(=O)Cc3ccccc3)ccc2O[C@@H]1CN(C)S(C)(=O)=O
  -24	-3	1[16.7 µM]	5	10	1.9	-3	.
COc1cc(C(=O)NCC(c2cccs2)N2CCOCC2)ccc1OCc1ccccc1 (stereo unspecified)
  6	0	3	-5	.	.	4	3
CCN1CCCCC(=N/O)/C(=N/O)CCCC1
  .	-5	-8	-2	0	-0.1	-13	6
Cc1noc(C)c1S(=O)(=O)Nc1ccc2c(c1)C(=O)N([C@H](C)CO)C[C@@H](C)[C@@H](CN(C)C(=O)C1CCCCC1)OCCCC[C@H](C)O2
  4	5	5[16.7 µM]	-3	-16	2.9	.	.
COCC(=O)Nc1ccc2c(c1)[C@@H]1C[C@@H](CC(=O)N(C)C)O[C@H](CO)[C@@H]1O2
  0	.	4[16.7 µM]	-1	-8	-2.1	7	-3
Cc1cccc(C)c1NC(=O)CN(C)CC(=O)Nc1sc2c(c1C(N)=O)CCC2
  .	.	.	.	0	-2.3	-6	0
CN1C(=O)c2cc(NC(=O)c3cccc(F)c3)ccc2OC[C@H]2O[C@H](CC(=O)NC3CCC3)CC[C@@H]21
  -1&-5	-1&-1	-17&-50[16.7 µM]	16&32	-8&-2	-2.0&1.0	-11&16	7&2
Cc1ccc(OCc2n[nH]c(=S)n2-c2ccccc2)cc1C
  4	.	.	.	-12	3.8	.	-3
Cn1c(SCc2ccc(C(=O)Nc3nccs3)cc2)nnc1-c1ccccc1
  4	-1	-1	1	.	.	7	.
COc1ccc(S(=O)(=O)Nc2ccc3c(c2)CC(=O)N([C@@H](C)CO)C[C@@H](C)[C@@H](CN(C)Cc2ccc(Cl)c(Cl)c2)O3)cc1
  -21	3	-7[16.7 µM]	1	-8	1.8	21	.
Nc1nc(N)nc(COc2ccccc2)n1
  11	.	-4	.	14	-1.4	.	-10
CC(=O)C[C@@H](O)CC(=O)[C@@H]1OC(=O)CCCCCc2ccccc21
  6	4	-8	1	.	0.8	0	-3
CCOc1ccc(S(=O)(=O)Nc2ccc3c(c2)OCO3)c2cccnc12
  -16	-1	?	4	.	.	20	3
O=C(/C=C/c1ccccc1[N+](=O)[O-])Nc1ccc(S(=O)(=O)Nc2ncccn2)cc1
  1	1	-6	5	.	-1.8	.	0
CSCC[C@H](NC(=O)[C@@H]1Cc2ccccc2CN1)C(=O)NC(C)c1ccccc1 (stereo partly specified)
  -4	0	-2	0	0	0.1	-1	6
O=C(OCc1cccc([N+](=O)[O-])c1)c1ccc2ccccc2n1
  4	8	0	0	11	-0.9	0	-1
C[C@H](CO)N1C[C@H](C)[C@H](CN(C)Cc2ccncc2)Oc2ccc(NC(=O)C3CC3)cc2CC1=O
  12	-7	1[16.7 µM]	1	15	-0.9	-3	.
CN(C)C(=O)c1cc2c(c(-c3cccc(-c4ccccc4F)c3)n1)[C@H](CCO)N(S(C)(=O)=O)C2
  0	.	.	.	-3	-1.4	.	-2
O=C(O)c1oc2ccccc2c1CSc1ccccn1
  5	0	12	.	.	.	2	-1
CC(C)n1nnnc1SCC(=O)Nc1cccc(F)c1
  -5	-1	-5	2	6	1.1	4	1
Cn1c(N)c(C(=O)c2cc(-c3ccccn3)nc3ccccc23)c(=O)[nH]c1=O
  1	-2	-4	-15	.	.	-7	.
COCCCNC(=O)CSc1nc2c(sc(=S)n2-c2cc(Cl)ccc2OC)c(=O)[nH]1
  .	-2	.	1	.	2.2	8	6
COc1ccc(/C=C2\Oc3cc(OC(=O)N4CCOCC4)ccc3C2=O)c(OC)c1
  1	2	-1	0	.	-0.7	-5	-6
C[C@@H]1CN([C@H](C)CO)C(=O)c2cccc(NS(=O)(=O)c3cn(C)cn3)c2O[C@@H]1CN(C)S(=O)(=O)c1ccccc1
  -7	1	4[16.7 µM]	1	17	0.1	-9	.
COC(=O)[C@@]12CCCCN1[C@H](c1ccc(-c3ccc(OC)cc3)c(OC)c1)[C@@H]1C(=O)N(C)C(=O)[C@@H]12
  .	0	.	1	-15	-1.9	3	-4
O=C(NC(=S)Nc1ccc(F)cc1)C1CCCCC1
  -2	7	-5	-3	-4	-4.2	.	-5
Cc1ccc(SCc2nc(-c3ccncc3)no2)cc1
  -1	0	-6	7	-14	.	9	.
CCn1nnnc1NCc1ccc(OCc2ccc(F)cc2Cl)c(OC)c1
  .	0	-5	0	-34	-2.9	13	8
Nc1nnc(CC(=O)N/N=C/c2ccc(-c3ccc(F)cc3)o2)s1
  4	-2	-17	-3	15	0.3	.	-3
COc1ccc(NC(=O)N[C@@H]2CC[C@H](CCNC(=O)Cc3ccncc3)O[C@H]2CO)cc1
  0	-1	.	-1	-3	-4.0	5	-10
COc1ccc(-c2cn3c(C)c(C(=O)NCc4ccc5c(c4)OCO5)sc3n2)cc1
  .	1	.	-3	-13	-0.8	-1	-8
C[C@@H]1CN([C@H](C)CO)C(=O)c2cc(-c3ccc(C#N)cc3)cnc2O[C@@H]1CN(C)C(=O)CN(C)C
  6	52	0[16.7 µM]	0	15	1.6	-1	-6
O=C(CSc1n[nH]c(-c2cccnc2)n1)Nc1ccccc1[N+](=O)[O-]
  .	4	.	-5	10	3.2	-3	-1
Cc1cc(C)c(-c2csc(NC(=O)CCCc3nc4ccccc4c(=O)[nH]3)n2)c(C)c1
  3	.	-11	1	1	-0.6	-10	-8
Cc1ccc(C(=O)N2CCN(c3ccccn3)CC2)cc1C
  -9	-2	-9	2	-5	-1.5	8	-2
COc1cc(C(=O)N2CCN(C(=O)Cc3ccccc3)CC2)cc(OC)c1OC
  -1	4	4	0	.	.	11	.
CN(c1ccccc1)S(=O)(=O)c1ccc(C(=O)Nc2cccc(S(=O)(=O)N3CCOCC3)c2)cc1
  .	-1	-33	2	-29	0.3	-15	.
COc1cc(OC)cc(C(=O)N2CCN(C(=O)c3cccnc3)CC2)c1
  -6	3	2	-3	2	2.1	-3	0
CCOC(=O)c1cc(C)sc1NC(=O)CSc1nnnn1C
  .	0	.	3	19	-0.3	14	6
COc1ccc(NS(=O)(=O)c2cc(N=Nc3c(O)[nH]c(=O)[nH]c3=O)ccc2OC)cc1Br
  7	0	21	-1	-22	1.1	15	10
O=C(COC(=O)C1CC(O)CN1S(=O)(=O)c1ccccc1[N+](=O)[O-])c1ccc[nH]1 (stereo unspecified)
  .	0	.	-7	.	1.1	-2	3
CC(=O)C1=C(N2CCCCC2)CCC1=O
  -3	1	-9	9	12	.	95*	.
CN(C)S(=O)(=O)c1ccc(N2CCCC2)c(C(=O)NCc2cccc(C(F)(F)F)c2)c1
  -93	-3	-2	.	.	.	-19	.
CC(C)NC(=O)N(C)C[C@H]1Oc2cc(C#Cc3ccc(F)cc3)ccc2S(=O)(=O)N([C@H](C)CO)C[C@H]1C
  10&0	1&-2&0	-7	21*!	-17&-16	5.3&1.9&2.2	2&11&14	1
O=C(Nc1ccc(NC(=O)c2cccs2)cc1)c1cccs1
  6	2	-4	-1	-1	0.3	-37	1
CC12CC3CC(C)(C1)CC(C(=O)NCc1cccnc1)(C3)C2
  9	1	-5	2	2	-0.4	10	-7
CCOC(=O)CC(NS(=O)(=O)c1ccc2[nH]cc(C(=O)O)c(=O)c2c1)c1ccc(OCC)c(OC)c1 (stereo unspecified)
  17	-3	-2	-6	25	3.2	4	3
COc1ccc(C(=O)Nc2ccc(OC)c([N+](=O)[O-])c2)cc1Br
  .	-1	.	-3	-1	.	.	-6
C[C@H]1CN([C@@H](C)CO)S(=O)(=O)c2ccc(-c3cccc(F)c3)cc2O[C@H]1CN(C)S(C)(=O)=O
  0	0	-5[16.7 µM]	-2	2	.	11	.
CCCC(=O)Nc1ccc(OCC(O)CNC(C)C)c(C(C)=O)c1 (stereo unspecified)
  -20	16	-2	-6	.	-2.7	6	-6

Compound activity (PubChem BioAssay)
